# GPR151 ag: activates the human receptor GPR151; AID 1508602; Q8TDV0; actives 1% (n = 650,000); PathHunter beta-arrestin GPR151 cells, luminescence; activation, % at 11.2 µM; in the data active = activation above about 4.9%;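 also: 0% = median of compound wells and 100% = cells with positive control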
# Target sequence (Q8TDV0 whole entry, looked up): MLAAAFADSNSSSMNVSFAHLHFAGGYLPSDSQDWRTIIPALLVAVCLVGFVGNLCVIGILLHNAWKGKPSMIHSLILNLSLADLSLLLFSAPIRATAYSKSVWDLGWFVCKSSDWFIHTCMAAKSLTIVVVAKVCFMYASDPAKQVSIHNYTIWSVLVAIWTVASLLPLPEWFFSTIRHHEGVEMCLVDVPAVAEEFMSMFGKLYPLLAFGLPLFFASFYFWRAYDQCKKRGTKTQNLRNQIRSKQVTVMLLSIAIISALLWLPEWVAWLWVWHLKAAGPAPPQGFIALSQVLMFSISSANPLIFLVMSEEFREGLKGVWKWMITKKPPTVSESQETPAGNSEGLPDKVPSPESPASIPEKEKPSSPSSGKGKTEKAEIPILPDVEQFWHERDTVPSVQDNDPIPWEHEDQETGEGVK
# FBW7 act: human FBW7 E3 ligase activation, primary screen; actives 0.13% (n = 650,000); AID 1259310; normalized activity (activation), % at 26.1 µM; AlphaScreen FBW7–phospho-cyclin E peptide binding, activator screen; in the data active = normalized activity above about 1.9%;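 also: purified mutant Fbw7 with reduced substrate affinity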
# Target sequence (Q969H0 whole entry, looked up): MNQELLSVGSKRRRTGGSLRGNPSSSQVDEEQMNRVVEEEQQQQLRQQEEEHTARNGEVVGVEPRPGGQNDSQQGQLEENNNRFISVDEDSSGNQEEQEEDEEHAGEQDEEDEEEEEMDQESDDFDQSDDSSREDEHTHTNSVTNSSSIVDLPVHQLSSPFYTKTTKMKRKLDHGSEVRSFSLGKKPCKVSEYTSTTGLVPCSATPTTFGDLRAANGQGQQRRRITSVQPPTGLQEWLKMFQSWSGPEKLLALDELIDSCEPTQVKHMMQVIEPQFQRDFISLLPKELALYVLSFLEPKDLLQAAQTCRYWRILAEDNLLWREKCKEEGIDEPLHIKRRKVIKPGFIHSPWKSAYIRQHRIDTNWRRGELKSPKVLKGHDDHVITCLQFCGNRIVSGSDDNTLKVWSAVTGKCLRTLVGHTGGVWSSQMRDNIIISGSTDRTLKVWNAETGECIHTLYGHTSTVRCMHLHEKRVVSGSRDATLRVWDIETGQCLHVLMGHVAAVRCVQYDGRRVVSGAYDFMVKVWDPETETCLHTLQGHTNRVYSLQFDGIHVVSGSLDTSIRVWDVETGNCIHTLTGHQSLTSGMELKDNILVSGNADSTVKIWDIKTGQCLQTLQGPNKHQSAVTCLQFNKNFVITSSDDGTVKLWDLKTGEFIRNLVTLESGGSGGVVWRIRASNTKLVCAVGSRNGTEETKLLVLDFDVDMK
# MITF primary: human MITF inhibition, primary screen; AlphaScreen MITF homodimerization, bead proximity signal; actives 0.91% (n = 650,000); inhibition, % at 2.6 µM; O75030; in the data active = inhibition above about 50%;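 also: 0% = vehicle wells with protein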
# TEAD-YAP inh: TEAD-YAP interaction inhibition. AID 1259422. inhibition, % at 9.12 µM. HEK-TIYL cells, TEAD-Gal4/YAP UAS-luciferase luminescence. actives 1.4% (n = 640,000); in the data active = inhibition above about 32%;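 also: 0% = median of test compound wells and 100% = reference inhibitor wells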
# Numbers without * were called inactive; · = not tested or not shown.
# Every second line gives: MITF primary	TEAD-YAP inh	GPR151 ag	FBW7 act
1: COc1cc(/C=C(/NC(=O)c2ccccc2)C(=O)Nc2ccccc2)c([N+](=O)[O-])cc1OC
    -14	3	-0.7	-0.1
2: Cc1[nH]c2ccccc2c1C(c1ccncc1)N1CCN(C)CC1 (centres undefined)
    0	-28	1.7	-0.2
3: Cc1ccc(-c2cnc(N3CCc4ccccc4C3)nc2)cc1
    -3	-54	-0.7	0.0
4: CC(=O)N1CCN(Cc2ccc3c(c2)CN(C(=O)C2CCCCCN2C)CCO3)CC1 (centres undefined)
    15	-2	0.9	0.1
5: Cc1ccccc1C(=O)N1CCOCC1
    4	4	2.8	0.2
6: C=CC[C@@H]1C=C[C@H](O/N=C(\C)CCN2CCc3nc(CC)c(CC)cc3C2)[C@@H](CO)O1
    0	·	-0.9	-0.1
7: Cc1cccc(NC(=O)CCC(=O)c2ccc(F)cc2)c1
    13	0	-1.3	-0.1
8: CCOc1ccc(N(CC(=O)NCC2CCCO2)S(=O)(=O)c2ccc(SC)cc2)cc1 (centres undefined)
    -8	4	-0.6	0.1
9: COc1ccc(Nc2cc(C)nc3ccc(C)cc23)cc1
    17	2	-0.4	0.9
10: COc1ccc2c(c1)cc(C)c1nn(Cc3ccncc3)c(=O)n12
    -1	-17	0.4	-0.3
11: CCCC(C)C(=O)Nc1nnc(C(C)(C)C)s1 (centres undefined)
    0	0	-1.1	-0.1
12: CC(C)n1c2ccccc2c2nnc(SCC(=O)Nc3ccc(Cl)cn3)nc21
    3	3	-1.6	0.1
13: O=c1oc2ccccc2nc1/C=C(O)/C=C/c1ccc(F)cc1
    10	-22	0.1	0.7
14: Cc1nc(C)c(-c2csc(Nc3cccc(Cl)c3C)n2)s1
    -2	-12	0.0	0.0
15: c1ccn2c(Cc3nnc4ccccn34)nnc2c1
    0	7	-1.4	0.1
16: c1ccc(-c2[nH]ncc2CN2CCCC(N3CCOCC3)C2)cc1 (centres undefined)
    -5	-6	-0.8	0.0
17: COc1cccc2cc(C(=O)Nc3ccc(F)cc3)/c(=N/c3sc4c(c3C(N)=O)CCCC4)oc12
    0	-14	-1.1	0.1
18: O=C1NC(c2ccccc2)=C(C(=O)c2ccccc2)C(c2ccc(O)c([N+](=O)[O-])c2)N1 (centres undefined)
    15	5	0.6	0.3
19: CCOC(=O)c1ccc(NC(=O)CSc2nc(-c3ccc(OC)cc3)ns2)cc1
    7	9	-2.1	0.0
20: Cc1ccc(N2CC(C(=O)N3CCc4ccccc43)CC2=O)cc1 (centres undefined)
    -3	9	-0.5	0.0

# The last two entries of the part above are carried over, then new ones follow:
# Every second line gives: MITF primary	TEAD-YAP inh	GPR151 ag	FBW7 act
19: CCOC(=O)c1ccc(NC(=O)CSc2nc(-c3ccc(OC)cc3)ns2)cc1
    7	9	-2.1	0.0
20: Cc1ccc(N2CC(C(=O)N3CCc4ccccc43)CC2=O)cc1 (centres undefined)
    -3	9	-0.5	0.0
21: N#C/C(=C/c1cccc(F)c1)C(=O)Nc1cccc(Br)c1
    2	6	-0.4	0.0
22: COc1ccc(C)cc1S(=O)(=O)Nc1ccccc1F
    10	9	1.9	-0.5
23: CCC(=O)NNC(=O)CCC(=O)Nc1ccc(C)cc1C
    3	6	2.8	0.1
24: CCOC1CC(c2ccccc2)=NN1c1ccccc1 (centres undefined)
    13	-42	-1.2	-0.1
25: O=C(O)CCCC(=O)Nc1ccc(Cl)cc1Cl
    15	2	-2.4	0.2
26: CCOc1ccccc1NC(=O)C1c2ccccc2C(=O)N(c2ccc(OC)cc2)C1c1ccc(OC)cc1 (centres undefined)
    17	26	-0.4	0.1
27: NC(=O)c1ccnc(Nc2ccc(-n3ccnc3)cc2)c1
    14	-15	0.8	0.1
28: CCn1c(NCc2ccc(OC)cc2O)nc2ccccc21
    2	-34	-1.3	0.1
29: Cc1c(C(=O)N/N=C/c2ccc([N+](=O)[O-])cc2)no[n+]1[O-]
    -7	13	-1.9	-0.5
30: CN(CC(=O)NCc1ccccc1Cl)S(=O)(=O)c1ccc(Cl)cc1
    -5	-5	3.8	-0.1
31: COc1cc(-c2cn[nH]c2)ccc1NC(=O)N(C)Cc1ccccc1
    7	-8	-0.9	0.9
32: CCCN1CC=C2C(C#N)=C(N)C(C#N)(C#N)C(c3ccccc3C(F)(F)F)C2C1 (centres undefined)
    0	-14	-1.0	0.0
33: COC(=O)c1ccc(NS(=O)(=O)c2ccc(OC)cc2)cc1
    1	-3	-1.0	0.1
34: CC(C)(C)C(=O)CSc1nc2cc(C(=O)NCCC3=CCCCC3)ccc2c(=O)n1CCc1ccccc1
    -2	-2	-0.4	-0.1
35: CS(=O)(=O)N1CCN(C(=O)c2ccc3c(c2)ncn3-c2ccccc2)CC1
    -5	-4	0.7	0.3
36: CCOc1ccc(C2C(C(C)=O)=C(O)C(=O)N2CCO)cc1 (centres undefined)
    26	3	0.0	0.2
37: CCOc1ccc(C(=O)Oc2cccc3cccnc23)cc1
    -18	11	1.3	-0.5
38: O=C(Nc1cccc(-c2cn3ccccc3n2)c1)c1ccccc1F
    3	-20	0.4	0.1
39: COc1ccc(NC(C)=O)cc1S(=O)(=O)N1CCN(C)CC1
    2	-14	3.0	-0.1
40: CC1CN(CCCCOc2ccc(F)cc2)CC(C)O1 (centres undefined)
    35	-5	3.8	-0.2
41: Cc1cccc(NC(=O)C2C(c3ccccc3)=C2c2ccccc2)c1C
    -1	-1	-1.4	-0.1
42: N#C/C(=C\c1ccc2c(c1)OCO2)C(=O)OCC(=O)c1ccc(Br)s1
    -16	7	1.5	0.1
43: Cc1nc2c(cnn2C(C)C)c(C)c1CCC(=O)O
    3	-1	2.3	0.1
44: O=C(COc1ccc(N2C(=O)c3ccccc3NC2c2ccccc2)cc1)Nc1ccccc1 (centres undefined)
    3	-14	0.7	0.0
45: Cc1ccc(OC(=O)c2ccc(C)c(S(=O)(=O)N3CCOCC3)c2)cc1C
    6	6	-0.4	0.4
46: CN1C(=O)CSc2ccc(NC(=O)Nc3ccc(Br)cn3)cc21
    13	7	-0.8	-0.1
47: CC(=O)c1ccc(NC(=O)C2CCCNC2=O)cc1 (centres undefined)
    7	-8	1.0	0.0
48: Nc1ccc(N=Nc2ccc(N)cc2)cc1
    8	9	-0.8	0.0
49: CSc1ccc(-c2nc[nH]c2C)cc1
    8	-24	-1.5	-0.1
50: CCOC(=O)N1CCN(C(=O)c2cccc(Nc3nc4ccccc4n4nnnc34)c2)CC1
    -13	-16	0.6	0.0
51: CC(C)=C1C2CCC1C1C(=O)N(c3sc4c(c3C(N)=O)CCCCC4)C(=O)C21 (centres undefined)
    6	0	1.3	0.0
52: O=C(NCc1ccco1)C1CCC(Cn2c(=O)[nH]c3ccccc3c2=O)CC1 (centres undefined)
    7	3	-0.5	0.0
53: COc1ccc(NC(=O)CCNS(=O)(=O)c2ccc3c(c2)CCC(=O)N3)cc1OC
    -22	1	0.5	-0.1
54: C=CCNS(=O)(=O)c1ccc(F)c(C(=O)Nc2c(C)cccc2CC)c1
    12	2	-0.2	0.0
55: COc1ccc2c(CNCc3ccccc3F)c(C(=O)O)n(Cc3ccc(C)cc3)c2c1
    4	6	1.6	-0.2
56: CCN(CC)C(=O)CSc1nnc(-c2ccncc2)n1Cc1ccco1
    10	2	4.7	-0.1
57: O=C(Nc1ccc2oc(-c3ccccc3Cl)nc2c1)c1ccc(Cl)c([N+](=O)[O-])c1
    1	-1	2.7	-0.2
58: CC1=CC(C)(C)Nc2ccc(OC(=O)c3ccc(Cl)cc3Cl)cc21
    4	-26	-1.3	-0.2
59: COc1cc(C2SCC(=O)N2Cc2ccccc2)cc(OC)c1OC (centres undefined)
    5	16	-0.4	-0.1
60: O=C(Nc1cccc([N+](=O)[O-])c1)c1ccccn1
    6	-54	-4.6	-0.1
61: Cc1nn(Cc2ccc(Cl)cc2)c2sc(C(=O)OCC(N)=O)cc12
    -8	-7	1.8	0.0
62: O=C1N[C@H](CO)C(=O)N2CCN(C(=O)c3ccc4ccccc4c3)C[C@H]12
    7	-3	-0.8	0.7
63: CN(CC(=O)Nc1ncn[nH]1)S(=O)(=O)c1ccccc1
    0	9	-0.2	-0.4
64: Cc1ccc(C)c(CSc2cc(C)[nH]c(=O)n2)c1
    5	-12	0.4	0.0
65: Cc1cccc(C(=O)N2CCN3C(=O)[C@H](C)N(C)C(=O)[C@H]3C2)c1
    -5	10	-0.1	0.0
66: O=C(c1ccco1)N1CCN(CCN2C(=O)c3cccc4cccc(c34)C2=O)CC1
    8	-3	-0.1	-0.1
67: CCN(CC)Cc1c(O)ccc2c(=O)c(Oc3ccccc3Br)c(C(F)(F)F)oc12
    -8	9	1.5	-0.6
68: O=C(N/N=C/c1ccc(O)cc1)c1ccccc1I
    22	-4	-1.5	0.8
69: CCCCCCCNS(=O)(=O)c1cccc2c(Cl)cccc12
    -9	·	1.1	0.1
70: CCOC(=O)Cc1csc(NC(=S)NC(=O)c2ccc(OC)c([N+](=O)[O-])c2)n1
    14	3	1.4	0.0
71: Cc1cccc(C)c1N(C)S(=O)(=O)c1ccc2[nH]cc(C(=O)N3CCCCCC3)c(=O)c2c1
    -14	-4	-0.2	0.3
72: Cc1cc(OCC(=O)N2CCCC(C)C2)cc2oc(=O)c3ccccc3c12 (centres undefined)
    8	9	0.6	0.0
73: O=C(COc1cc(Cl)ccc1Cl)Nc1ccccc1F
    5	-45	-0.7	0.4
74: COc1ccc(C(=O)NC(c2ccccc2Cl)c2cc(Cl)c3cccnc3c2O)cc1 (centres undefined)
    11	8	0.0	-0.1
75: CC(C)N(C)Cc1nnnn1CC(=O)NCCn1ccc2ccccc21
    8	11	-1.0	0.3
76: O=c1[nH]c(SC/C=C/c2ccccc2)nc2[nH]ncc12
    -1	-21	-0.8	0.2
77: CC(=O)NC(c1ccccc1)c1ccc2cccnc2c1O (centres undefined)
    55*	83*	0.7	-2.0
78: COc1ccc(NC(=O)/C(=C/c2ccc3c(c2)OCO3)NC(C)=O)cc1
    17	-12	-0.2	0.3
79: CCOC(=O)C1(Cc2ccccc2)CCN(Cc2ccc(OCCO)cc2)CC1
    6	5	-1.9	0.1
80: CCOC(=O)c1c(/N=C/C2C(=O)CCCC2=O)sc(C)c1C
    2	-9	0.3	-0.1

# (continued)
# Every second line gives: MITF primary	TEAD-YAP inh	GPR151 ag	FBW7 act
81: O=C1C(=O)N(Cc2ccc3c(c2)OCO3)C2C=CC=CC12 (centres undefined)
    -2	-8	-0.6	-0.2
82: O=C(CN1CCCC1)NCC1Cc2cccc(-c3nccs3)c2O1 (centres undefined)
    1	-32	-1.3	0.1
83: COc1ccc2c(c1)CC(c1nc3c(OCCN(C)C)cc(-c4cn[nH]c4)cc3s1)CO2 (centres undefined)
    47	73*	1.2	-0.9
84: Cc1cc([N+](=O)[O-])nn1CCCC(=O)Nc1cc(Br)ccc1O
    -18	20	-0.6	-0.1
85: CCOC(=O)c1ccc(NC(=O)c2oc(=O)c3ccccc3c2-c2ccc(C)cc2)cc1
    -1	1	0.7	0.1
86: O=C(CN1C(=O)COc2ccc(Cl)cc21)NC1CCCCCCC1
    -12	-6	-0.2	-0.1
87: O=[N+]([O-])c1ccc(Cl)cc1NCCNS(=O)(=O)c1ccc(Cl)cc1
    13	3	-0.7	-0.1
88: O=C(c1ccc(OC2CCN(Cc3ccccn3)CC2)cc1)N1CCOc2ccccc2C1
    5	6	0.6	0.0
89: CC(C)CC(C(=O)NCc1ccccc1F)N1C(=O)C2CC=CCC2C1=O (centres undefined)
    -4	-10	1.6	0.0
90: CC(C)CNc1nc2c(c(=O)n(C)c(=O)n2C)n1Cc1cccc(F)c1
    -11	14	0.1	0.0
91: COc1cccc(C2C(C#N)=C(N)Oc3cc(N)ccc32)c1OC (centres undefined)
    17	2	0.6	0.1
92: CCOC(=O)C1=C(C)NC(S)=C(C#N)C1c1ccco1 (centres undefined)
    -4	4	-0.5	-0.2
93: CCCn1c(SCC(N)=O)nnc1-c1ccccn1
    8	-1	1.5	0.5
94: COc1cc([N+](=O)[O-])ccc1-c1ccc(/C=C(\C#N)c2nc3ccccc3[nH]2)o1
    -7	-4	-0.8	-0.2
95: COc1cc(C2C(=O)N(C3CCCCC3)CC(=O)N2Cc2cccs2)ccc1OC(C)C (centres undefined)
    7	0	1.6	0.1
96: Nc1nnc(COc2ccccc2F)s1
    3	-8	-0.8	-0.2
97: COc1cccc(C2(NC(=O)c3cc(CN4CCOCC4)c(C)o3)CCCC2)c1
    21	0	-0.5	0.0
98: Cc1ccc(C(=O)NCc2nnc(SCC(=O)c3ccccc3)n2-c2cccc(C(F)(F)F)c2)cc1[N+](=O)[O-]
    -7	3	1.8	0.0
99: CCN(CC)CCNC(=O)CNC(=S)N(CCCN1CCOCC1)Cc1cccs1
    0	1	4.6	-0.1
100: CC(C)Oc1ccc(NC(=O)C2CCCNC2=O)cc1 (centres undefined)
    1	-19	0.2	0.2
101: CC(=O)c1cc2c(cc1NC(=O)C1CC3CCCN3C13C(=O)N(C)c1ccccc13)OCO2 (centres undefined)
    2	-3	-0.6	0.0
102: CCc1ccc(OCc2nnc(NC(=O)c3ccccc3F)s2)cc1
    1	3	0.1	1.2

# Rewritten with tabs: entries from further up.
no.	SMILES	MITF primary	TEAD-YAP inh	GPR151 ag	FBW7 act
14	Cc1nc(C)c(-c2csc(Nc3cccc(Cl)c3C)n2)s1	-2	-12	0.0	0.0
59	COc1cc(C2SCC(=O)N2Cc2ccccc2)cc(OC)c1OC (centres undefined)	5	16	-0.4	-0.1
52	O=C(NCc1ccco1)C1CCC(Cn2c(=O)[nH]c3ccccc3c2=O)CC1 (centres undefined)	7	3	-0.5	0.0
11	CCCC(C)C(=O)Nc1nnc(C(C)(C)C)s1 (centres undefined)	0	0	-1.1	-0.1
57	O=C(Nc1ccc2oc(-c3ccccc3Cl)nc2c1)c1ccc(Cl)c([N+](=O)[O-])c1	1	-1	2.7	-0.2
100	CC(C)Oc1ccc(NC(=O)C2CCCNC2=O)cc1 (centres undefined)	1	-19	0.2	0.2

# Screening data (PubChem BioAssay)
